KCNK3 block – human KCNK3 channel inhibitors, primary screen, CHO cells, FluxOR thallium flux, B-score. Potassium channel subfamily K member 3 (Homo sapiens), O14649. FluxOR fluorescence; active compounds read low. B-score at 10 µM. actives 0.84% (n = 340,000);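 active means B-score under library mean minus 4 SD, starting fluorescence ratio at most library mean plus 5 SD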;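 further: more negative B-score means stronger inhibition of thallium flux through KCNK3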
KCNQ1 inh – inhibitors of human KCNQ1 channel, primary screen, cell-based, thallium flux, high-throughput; Potassium voltage-gated channel subfamily KQT member 1 (Homo sapiens), P51787; CHO-K1 KCNQ1, FluxOR thallium flux fluorescence; active compounds read high; B-score at 10 µM; actives 1.3% (n = 310,000); AID 2642, 2010;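 active means compounds whose thallium flux B-score, printed positive for inhibition, exceeds three library SD while starting fluorescence stays within three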;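 further: channel opened by potassium depolarization with thallium stimulus after 20 min compound exposure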
Target sequence (P51787 whole entry, looked up): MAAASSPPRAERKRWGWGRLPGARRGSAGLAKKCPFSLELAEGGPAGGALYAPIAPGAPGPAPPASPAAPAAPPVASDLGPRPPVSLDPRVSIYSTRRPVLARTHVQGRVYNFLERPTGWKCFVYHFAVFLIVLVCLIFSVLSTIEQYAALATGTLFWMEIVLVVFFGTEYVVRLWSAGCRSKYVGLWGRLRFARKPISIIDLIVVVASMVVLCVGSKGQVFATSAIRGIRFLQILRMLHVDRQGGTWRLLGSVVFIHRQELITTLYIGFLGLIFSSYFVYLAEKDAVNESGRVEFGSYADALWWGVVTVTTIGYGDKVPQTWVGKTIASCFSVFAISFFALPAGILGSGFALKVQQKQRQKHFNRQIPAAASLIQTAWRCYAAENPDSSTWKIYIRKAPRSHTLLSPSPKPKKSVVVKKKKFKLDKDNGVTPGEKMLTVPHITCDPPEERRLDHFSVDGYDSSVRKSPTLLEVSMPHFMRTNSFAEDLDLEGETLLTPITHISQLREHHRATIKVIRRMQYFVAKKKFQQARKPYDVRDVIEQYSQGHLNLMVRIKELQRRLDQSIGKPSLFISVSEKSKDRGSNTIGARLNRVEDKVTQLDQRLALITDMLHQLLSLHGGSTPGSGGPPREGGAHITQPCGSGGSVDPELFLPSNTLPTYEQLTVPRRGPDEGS
KCNQ1 pot – potentiators or activators of KCNQ1 channel, primary screen, cell-based, thallium flux, high-throughput; B-score at 10 µM; CHO-K1 KCNQ1, thallium flux FluxOR fluorescence; active compounds read high; AID 2648, 2010; Potassium voltage-gated channel subfamily KQT member 1 (Homo sapiens), P51787; actives 0.35% (n = 310,000);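 active means fluorescence ratio B-score, a plate-corrected score, at least three library SD, with initial intensity B-score within 5 SD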
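Test system: CHO-K1 cells stably expressing KCNQ1 / Medium: assay buffer / Also added: depolarizing K+/Tl+ stimulus, K2SO4 and Tl2SO4 each 12.5 mM in 5x stock / Incubation: 90 min dye loading and 20 min compound exposure, both at room temperature / Signal: thallium influx via FluxOR fluorescence, kinetic imaging / Evaluation: B score of baseline-normalized fluorescence ratio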
GSK3B inh – human GSK3beta kinase inhibitors, primary screen, biochemical, cell-free homogeneous, HTS; Glycogen synthase kinase-3 beta (Homo sapiens), P49841; actives 0.038% (n = 300,000); GST-GSK3beta kinase, ADP-Glo luminescence, 60 min; active compounds read low; activity score (negative = inhibition), % at 10 µM;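 active means more than half of replicate wells score below -50%, meaning over 50% inhibition versus plate controls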;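 further: 0% = median DMSO wells and -100% = median GW8510 positive control wells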
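Test system – GST-tagged human GSK3beta kinase, cell-free · Incubation – 60 min enzyme reaction, room temperature · Signal – ADP-Glo luminescence · Also added – peptide substrate and ATP at 25 µM · Controls – DMSO neutral wells and GW8510 at 20 µM as positive · Buffer or medium – Tris/MgCl2 kinase buffer · Measure – Luminescence-derived activity versus plate DMSO and GW8510 wells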
KCNK9 block – KCNK9 potassium channel inhibitors, primary screen, HEK293 cells, thallium flux | B-score at 10 µM | FluxOR thallium flux fluorescence; active compounds read low | Potassium channel subfamily K member 9 (Homo sapiens), Q9NPC2 | actives 1.2% (n = 310,000);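 active means ratio B-score over 3 SD below the library mean, with starting fluorescence within 5 SD of its mean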;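 further: negative B-score means less thallium flux so channel inhibition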
RGS4 pot – RGS4 potentiators or activators, primary screen, cell-based, HEK293 M3R inducible RGS4, calcium flux; actives 0.92% (n = 310,000); AID 463111, 2010; carbachol calcium flux Fluo4; active compounds read low; B-score at 10 µM;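 active means B-score of the integrated calcium signal more than 4 SD below the library mean, with starting fluorescence not abnormally high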;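 further: negative B-score means reduced calcium response which marks RGS4 activation or potentiation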
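Assay system: Inducible-RGS4 HEK293 cells carrying M3 receptor | Schedule: Compound preincubation 20 min at room temperature before agonist | Signal: Kinetic calcium fluorescence imaging with Fluo4-AM dye, 2 µM | Read-out basis: B score from integrated fluorescence ratio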
RGS4 inh – RGS4 inhibitors, primary screen, cell-based, HEK293 M3R inducible RGS4, calcium flux | actives 0.45% (n = 310,000) | Regulator of G-protein signaling 4 (Homo sapiens), P49798 | AID 463165, 2010 | Fluo-4 calcium flux; active compounds read high; triggered by carbachol at its EC20 | B-score at 10 µM;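 active means B-score, a plate-corrected calcium signal, over three deviations above library mean, with baseline fluorescence within five deviations of library mean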;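 further: RGS4 expression induced by doxycycline in cells with stable M3 receptor; B-score is computed from the integrated fluorescence ratio over baseline after carbachol; higher B-score means a larger calcium signal and so more RGS4 inhibition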
Target sequence (P49798 whole entry, looked up): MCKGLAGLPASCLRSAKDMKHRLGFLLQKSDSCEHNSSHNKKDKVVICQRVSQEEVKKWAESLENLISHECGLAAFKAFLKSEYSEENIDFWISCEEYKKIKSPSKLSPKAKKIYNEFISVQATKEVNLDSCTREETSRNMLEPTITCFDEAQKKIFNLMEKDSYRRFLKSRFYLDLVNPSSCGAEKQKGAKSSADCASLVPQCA
hERG rescue – hERG rescue from dofetilide block, primary screen, cell-based, CHO-hERG, FluxOR thallium flux, dofetilide IC70; dofetilide IC70 present; activation (rescue from dofetilide block), less the hit threshold, % at 10 µM; actives 0.51% (n = 310,000);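 active means activation above the mean of controls blocked by dofetilide plus 5 SD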;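 further: thallium influx through hERG after potassium depolarization seen as dye fluorescence rise; in these data hits start at about 4.7%; inactives centre near -7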
DYRK1A inh – rat Dyrk1A kinase inhibitors, primary screen, biochemical, single point, plate reader; Dual specificity tyrosine-phosphorylation-regulated kinase 1A (Rattus norvegicus), Q63470; ADP-Glo luminescence, NFATc1 peptide; inhibition, % at 12.5 µM; actives 0.43% (n = 310,000); AID 504441, 2011; in the data active means inhibition above about 50%;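 further: plate controls were vehicle with enzyme for no effect and no enzyme for full effect; many of its hits are not listed in these tables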
GSK3A inh – blockers of GSK3A enzyme activity – biochemical, luminescence, cell-free homogeneous, HTS, primary screen. Glycogen synthase kinase-3 alpha (Homo sapiens), P49840. GSK-3 alpha kinase, ADP-Glo luminescence, 60 min. inhibition, % at 10 µM. actives 0.1% (n = 320,000). AID 2650, 2010;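 in the data active means inhibition above about 50%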;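 further: GST-tagged GSK-3 alpha with peptide substrate and 25 µM ATP; 0% = DMSO neutral wells and 100% = GW8510 positive control wells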
PolyA inh – polyadenylation inhibitors in yeast reporter cells, primary screen, luminescence, S. cerevisiae; S. cerevisiae SKY197-pL101 polyadenylation reporter, beta-gal luminescence; efflux-impaired pdr1/pdr3 knockout yeast; score 100 = 6 SD above DMSO; calls only at 12 µM; actives 0.02% (n = 300,000);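 active means lowest replicate activity score at least 50, where 100 means six control SD above control mean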;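 further: yeast exposed to compound for 9 h at 30 °C; higher score means more reporter readthrough which indicates perturbed polyadenylation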
* = called active by the depositor; i = inactive; . = no result given.

SMILES	KCNQ1 pot	KCNK3 block	GSK3A inh	GSK3B inh	RGS4 inh	hERG rescue	DYRK1A inh	RGS4 pot	KCNQ1 inh	KCNK9 block	PolyA inh
COc1cccc(CNC(=O)Cn2ccc3cc(S(=O)(=O)N4CCCC4)ccc32)c1	i	i	0.3	2.5	i	-9.6	4.8	i	i	i	i
O=C(Nc1ccc(Cl)cc1)c1cc2c(cc1O)[nH]c1ccccc12	i	i	-0.1	-2.0	i	-13.9	5.2	i	i	i	i
CCn1nnnc1SCC(=O)Nc1nc2ccccc2s1	i	i	-10.2	1.2	i	-7.4	3.2	i	i	i	i
O=C(c1cccnc1Cl)N1CCOCC1	i	i	-1.6	5.6	i	-10.8	-2.5	i	i	i	i
COc1ccc(C(CC(=O)Nc2cc(C)ccn2)N2Cc3ccccc3C2=O)cc1 (stereo not given)	i	i	0.1	0.6	i	-2.8	-4.9	i	i	i	i
COc1ccc(/C=N/NC(=O)c2ccc3c(c2)OCCO3)c(OC)c1	i	i	-1.4	-0.9	i	-5.0	3.7	i	i	i	i
CCOC(=O)N1CCN(c2c(N3CCN(c4ccc(F)cc4)CC3)c(=O)c2=O)CC1	i	i	-2.4	2.2	i	-11.0	-0.8	i	i	i	i
CC(NC(=O)COc1ccccc1)C(=O)OCC(=O)c1cc2ccccc2o1 (stereo not given)	i	i	0.0	3.8	i	-12.5	-4.3	i	i	i	i
Cc1cc(C)n2nc(SCc3nnc(-c4ccccc4Br)o3)nc2n1	i	i	-0.3	-0.3	i	-8.1	-1.2	i	i	i	i
Cc1nc(N2CCN(C)CC2)c2c(C)c(C(=O)Nc3ccc(C)c(F)c3)sc2n1	i	i	0.3	0.2	i	-10.1	1.2	i	i	i	i
O=S1(=O)NC(=NCC(c2ccco2)N2CCCCC2)c2ccccc21 (stereo not given)	i	i	-1.1	0.4	i	-10.8	8.8	i	i	i	i
O=C(NCc1ccccc1)Nc1cccn(Cc2ccccc2F)c1=O	i	i	-2.3	1.1	i	-1.2	1.2	i	i	i	i
O=C1NN(c2cccc(Br)c2)C(=O)/C1=C\c1ccc(N2CCOCC2)cc1	i	i	-1.0	-0.1	i	-1.7	1.9	i	i	i	i
O=S(=O)(CC(CN1CCCCC1)N1CCCCC1)c1ccccc1 (stereo not given)	i	i	-1.5	1.9	i	-8.5	6.2	i	i	i	i
O=c1c(Cl)cc(Cl)nn1-c1ccccc1	i	i	-0.7	-3.2	i	-15.6	-5.2	i	i	i	i
CN(C)c1ccc(/C=N/NC(=O)c2ccc(CN3CCOCC3)cc2)cc1Br	i	i	1.5	1.3	i	-7.5	-2.1	i	i	i	i
COc1ccc(CCNC(=S)Nc2cc(C)cc(C)c2)cc1	i	i	6.7	-4.0	i	-4.6	6.1	i	i	i	i
Cc1cccc(-c2noc(CN(C(=O)CCc3ccccc3)C(C)C)n2)c1	i	i	-1.7	5.9	i	-6.4	-1.3	i	i	i	i
COCc1cc(=O)oc2cc(NS(=O)(=O)c3ccc(C)cc3)ccc12	i	i	-1.7	-4.0	i	-5.5	.	i	i	i	i
O=C(N/N=C/c1cccc(F)c1)c1csc2c1CCCC2	i	i	-0.2	-1.2	i	-11.9	-3.1	i	i	i	i
CCCCN(C)C(=O)c1cn(CC)c2nc(C)ccc2c1=O	i	i	-1.9	-4.1	i	-11.1	3.8	i	i	i	i
CC1OC(Nc2cccc3ccccc23)C(O)C(O)C1O (stereo not given)	i	i	6.0	6.0	i	2.1	0.7	i	i	i	i
COc1ccccc1C(=O)NCC(=O)N/N=C/c1cc(Br)ccc1OC(=O)/C=C\c1ccco1	i	i	-1.3	-1.6	i	-4.7	18.4	i	i	i	i
CCOC(=O)C(=O)NC(C)CCc1ccccc1 (stereo not given)	i	i	-3.8	1.1	i	-2.9	-6.4	i	i	i	i
Cc1ccc(-c2nc3sc(C(N)=O)c(N)c3c3c2CCCC3)cc1	i	i	5.5	0.1	i	-10.0	-4.9	i	i	i	i
Brc1ccc(C[n+]2ccccc2)cc1	i	i	0.5	-1.1	i	-4.9	-2.3	i	i	i	i
CS(=O)(=O)N1CCC(c2noc(-c3ccc(C(F)(F)F)cc3)n2)CC1	i	i	-1.6	2.6	i	-3.4	-8.7	i	i	i	i
Cc1cc(C)cc(Oc2coc3cc(OC(=O)c4cccs4)ccc3c2=O)c1	i	i	.	-1.7	i	-10.6	0.8	i	i	i	i
CCCS(=O)(=O)NCc1ccc2c(c1)cc(C)n2C	i	i	-1.4	0.3	i	-10.7	7.0	i	i	i	i
N=c1c(S(=O)(=O)c2ccc(Br)cc2)cc2c(=O)n3ccccc3nc2n1C1CCCC1	i	i	2.2	-1.2	i	-4.0	-6.6	i	i	i	i
COC(=O)c1ccccc1OCCN1CCCCCC1	i	i	-0.1	2.8	i	-13.9	1.1	i	i	i	i
CCN(CC)C(=O)Cn1cc(S(=O)(=O)CC(=O)Nc2cc(C)on2)c2ccccc21	i	i	-0.9	4.2	i	-12.2	-11.3	i	i	i	i
O=C(NCCc1cn2ccsc2n1)c1cccs1	i	i	0.8	-0.4	i	-8.8	13.4	i	i	i	i
Cc1ccc(S(=O)(=O)N/N=C/C(C)(C)CO)cc1	i	i	0.2	3.3	i	-0.3	4.6	i	i	i	i
CCOC(=O)c1c(NCC(C)C)c2ccccc2[nH]c1=O	i	i	-1.6	-1.0	i	-3.4	7.1	i	i	i	i
CCC(=O)Nc1cccc(NC(=O)CSc2nc3c(c(=O)n(C)c(=O)n3C)n2C)c1	i	i	1.3	-2.8	i	-4.3	-10.0	i	i	i	i
O=C(NCc1cccnc1)c1ccc(=O)oc1	i	i	-2.9	3.4	i	-9.2	-1.1	i	i	i	i
Cc1ccc(S(=O)(=O)N2CCOC2CNC(=O)C(=O)NCCN2CCOCC2)cc1 (stereo not given)	i	i	-1.3	1.6	i	-5.4	2.5	i	i	i	i
CC(C)(NO)/C(=N\O)c1ccccc1	i	i	1.2	-4.8	i	-7.5	-2.2	i	i	i	i
COc1ccc(C(=O)NCC(=O)N/N=C(C)\C=C\c2ccccc2)cc1OC	i	i	0.0	4.4	i	-16.0	3.0	i	i	i	i
COc1ccc(C(=O)O)cc1S(=O)(=O)N(CCc1ccccc1)Cc1ccccc1	i	i	-3.1	2.0	i	-11.8	-6.4	i	i	i	i
O=C1NC(=O)C(c2cn(-c3ccccc3)nc2-c2ccc(F)cc2)N1 (stereo not given)	i	i	0.2	-0.9	i	-5.6	7.7	i	i	i	i
CCCc1nc(SCC(=O)c2ccccc2)c2c(=O)n(C)c(=O)n(C)c2n1	i	i	-3.4	0.1	i	-21.3	-1.9	-7.81*	i	i	i
O=C(COc1ccc2c(-c3ccccc3)cc(=O)oc2c1)NCCCN1CCOCC1	i	i	-1.4	3.5	i	-6.3	0.2	i	i	i	i
CCOC(=O)C1(Cc2ccccc2)CCCN(C(=O)c2cn[nH]c2)C1 (stereo not given)	i	i	-0.3	1.8	i	-12.9	-1.1	i	i	i	i
CC(C)NC(=O)Cn1c(=O)c2c(ncn2Cc2ccccc2)n(Cc2ccccc2)c1=O	i	i	-2.8	0.1	i	-6.8	-3.2	i	i	i	i
COCCCNC(=O)c1cccs1	i	i	2.5	2.4	i	-8.1	-4.6	i	i	i	i
CCC(C)c1ccccc1OCCCNC1CCCC1 (stereo not given)	i	i	1.8	0.3	i	-8.2	-0.8	i	i	i	i
Cc1ccc(Cn2c(=O)c3c(nc4n3CCCN4Cc3ccccc3)n(C)c2=O)cc1	i	i	-0.6	3.1	i	-3.7	-1.9	i	i	i	i
C=CCOc1ccc(/C=C/C(=O)OCC(=O)NC2CCCCCCC2)cc1	i	i	3.1	1.6	i	-5.3	8.8	i	i	i	i
CCOC(=O)C1CCC/C1=N\NC(=O)CN(c1cc(OC)ccc1OC)S(=O)(=O)c1ccccc1 (stereo not given)	i	i	0.9	0.6	i	-13.1	-3.2	i	i	i	i
C[C@H](NC(=O)OCc1ccccc1)C(=O)NNC(=O)[C@H](C)NC(=O)OCc1ccccc1	i	i	-0.6	1.4	i	-4.0	7.6	i	i	i	i

From PubChem

A portion of the library; the hit share may differ from the screen's.
